Screening data from PubChem.
HDAC3 inhib: inhibitors of human histone deacetylase 3; O15379; recombinant HDAC3, fluorogenic peptide/trypsin coupled, fluorescence; inhibition, % at 8.3 µM; 320,000 compounds, 0.15% hits; in the data active means inhibition above about 26%, passing the limit was not always enough; inconclusive means no clear call, values can overlap the other calls
Target sequence (O15379 whole entry, looked up): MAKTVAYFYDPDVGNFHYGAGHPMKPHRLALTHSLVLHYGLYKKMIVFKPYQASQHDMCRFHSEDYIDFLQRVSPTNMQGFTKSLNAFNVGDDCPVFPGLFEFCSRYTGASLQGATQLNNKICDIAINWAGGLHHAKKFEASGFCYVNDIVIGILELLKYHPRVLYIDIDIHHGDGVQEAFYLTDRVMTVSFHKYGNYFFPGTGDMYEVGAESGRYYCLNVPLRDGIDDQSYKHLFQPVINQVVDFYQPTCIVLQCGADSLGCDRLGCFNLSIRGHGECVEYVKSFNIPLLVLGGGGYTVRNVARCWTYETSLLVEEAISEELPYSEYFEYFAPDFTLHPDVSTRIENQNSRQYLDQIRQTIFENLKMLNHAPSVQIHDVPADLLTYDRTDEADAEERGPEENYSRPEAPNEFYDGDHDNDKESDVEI
SKKanGAS inh: inhibitors of SKKanGAS S. pyogenes growth in kanamycin (SK-promoter or general growth effect); BacTiter-Glo, 6 h; AID 1662; inhibition, % at 7.5 µM; 300,000 compounds, 1.3% hits;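 active means mean replicate score, as percent of positive control median, at least 50; inconclusive means mean below 50 but one replicate at or above 50; inactive means mean and every replicate below 50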;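 further: strain carries kanamycin resistance gene driven by streptokinase promoter and grows in 40 µg/ml kanamycin; loss of luminescence reflects streptokinase promoter inhibition or plain growth inhibition; 0% = median of DMSO wells and 100% = positive control at its reference dose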
ANO1 block: mouse TMEM16A channel inhibition, primary screen. normalized B-score (activity score, 25-100; higher = stronger inhibition) at 10 µM. 310,000 compounds, 1.2% hits. HEK293 TMEM16A/YFP iodide influx fluorescence, ionomycin. AID 588511;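 active means ratio plate-corrected score three or more library SD toward inhibition, starting fluorescence score within five deviations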;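 further: score derived from kinetic fluorescence span divided by baseline fluorescence per well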
hERG protect: shields human hERG channel from block by proarrhythmic agents; 310,000 compounds, 0.51% hits; Q12809; CHO-hERG, FluxOR thallium flux, dofetilide IC70 present; activation (rescue from dofetilide block), less the hit threshold, % at 10 µM; AID 1511;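 active means activation above the mean of controls blocked by dofetilide plus 5 SD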;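 further: thallium influx through hERG after potassium depolarization seen as dye fluorescence rise; in these data hits start at about 4.7%; inactives centre near -7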
KCNK9 block: inhibitors of human KCNK9 two-pore domain potassium channel. AID 488922. B-score at 10 µM. 310,000 compounds, 1.2% hits. HEK293 KCNK9, FluxOR thallium flux fluorescence; active compounds read low. Q9NPC2;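 active means ratio B-score over 3 SD below the library mean, with starting fluorescence within 5 SD of its mean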;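 further: negative B-score means less thallium flux so channel inhibition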
RGS4 act: potentiators or activators of RGS4; HEK293 M3R/inducible RGS4, carbachol calcium flux Fluo4; active compounds read low; B-score at 10 µM; 310,000 compounds, 0.92% hits;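 active means B-score of the integrated calcium signal more than 4 SD below the library mean, with starting fluorescence not abnormally high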;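 further: negative B-score means reduced calcium response which marks RGS4 activation or potentiation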
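Assay system: Inducible-RGS4 HEK293 cells carrying M3 receptor | Schedule: Compound preincubation 20 min at room temperature before agonist | Signal: Kinetic calcium fluorescence imaging with Fluo4-AM dye, 2 µM | Read-out basis: B score from integrated fluorescence ratio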
KCNK3 inh: human KCNK3 channel inhibition, primary screen. O14649. CHO-KCNK3 thallium flux, FluxOR fluorescence; active compounds read low. B-score at 10 µM. 340,000 compounds, 0.84% hits;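 active means B-score under library mean minus 4 SD, starting fluorescence ratio at most library mean plus 5 SD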;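 further: more negative B-score means stronger inhibition of thallium flux through KCNK3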
RGS4 inh: human RGS4 inhibition | HEK293 M3R/RGS4 inducible, Fluo-4 calcium flux; active compounds read high; triggered by carbachol at its EC20 | B-score at 10 µM | AID 463165 | P49798 | 310,000 compounds, 0.45% hits;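 active means B-score, a plate-corrected calcium signal, over three deviations above library mean, with baseline fluorescence within five deviations of library mean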;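 further: RGS4 expression induced by doxycycline in cells with stable M3 receptor; B-score is computed from the integrated fluorescence ratio over baseline after carbachol; higher B-score means a larger calcium signal and so more RGS4 inhibition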
ANO1 activ: activators or potentiators of mouse TMEM16A chloride channel. HEK293 TMEM16A/YFP-H148Q/I152L, iodide quench fluorescence; active compounds read low. Q8BHY3. AID 623877. B-score at 10 µM. 340,000 compounds, 0.3% hits;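 active means fluorescence-ratio B-score plate-corrected deviation score at least 3 library SD below zero, with starting fluorescence score within 5 deviations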;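 further: channel opened by trigger with iodide after compound preincubation; score built on the fluorescence ratio of max minus min over baseline; more negative score means more quench and so TMEM16A activation or potentiation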
KCNQ1 pot: potentiators or activators of human KCNQ1 potassium channel; B-score at 10 µM; 310,000 compounds, 0.35% hits; P51787; CHO-K1 KCNQ1, thallium flux FluxOR fluorescence; active compounds read high;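 active means fluorescence ratio B-score, a plate-corrected score, at least three library SD, with initial intensity B-score within 5 SD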
Target sequence (P51787 whole entry, looked up): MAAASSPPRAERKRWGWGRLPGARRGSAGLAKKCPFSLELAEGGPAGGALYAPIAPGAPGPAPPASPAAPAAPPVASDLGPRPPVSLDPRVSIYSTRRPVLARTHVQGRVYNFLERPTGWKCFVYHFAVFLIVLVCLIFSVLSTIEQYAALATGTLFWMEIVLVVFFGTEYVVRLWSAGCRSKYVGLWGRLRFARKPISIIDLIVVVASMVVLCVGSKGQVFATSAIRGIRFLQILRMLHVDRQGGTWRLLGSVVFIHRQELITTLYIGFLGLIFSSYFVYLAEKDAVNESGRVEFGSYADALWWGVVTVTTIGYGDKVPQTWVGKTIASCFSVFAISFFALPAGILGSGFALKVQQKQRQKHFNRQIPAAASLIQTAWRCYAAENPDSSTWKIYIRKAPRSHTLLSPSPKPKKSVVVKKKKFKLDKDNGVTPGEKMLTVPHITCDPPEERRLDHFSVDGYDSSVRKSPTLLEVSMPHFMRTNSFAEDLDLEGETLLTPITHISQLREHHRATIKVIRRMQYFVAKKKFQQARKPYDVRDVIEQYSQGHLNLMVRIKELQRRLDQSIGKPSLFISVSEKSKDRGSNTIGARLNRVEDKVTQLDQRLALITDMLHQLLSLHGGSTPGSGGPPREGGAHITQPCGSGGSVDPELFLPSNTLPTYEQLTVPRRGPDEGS
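System: Stable KCNQ1 CHO-K1 line | Incubation: 90 min dye loading and 20 min compound exposure, both at room temperature | Measure: Ratio B score | Medium: Assay buffer for compound exposure, DMSO matched across wells | Compound dosing: Single-concentration screen | Probe or stimulus: K+/Tl+ depolarizing stimulus | Measured by: Kinetic FluxOR fluorescence, 10 s baseline plus 110 s post-stimulus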
KCNQ1 block: blocks the human KCNQ1 potassium channel | B-score at 10 µM | AID 2642 | 310,000 compounds, 1.3% hits | CHO-K1 KCNQ1, FluxOR thallium flux fluorescence; active compounds read high;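 active means compounds whose thallium flux B-score, printed positive for inhibition, exceeds three library SD while starting fluorescence stays within three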;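 further: channel opened by potassium depolarization with thallium stimulus after 20 min compound exposure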
Starred values were filed as active, the others as inactive; i = inactive; u = inconclusive; x = not tested or not shown; & = joins results of further samples; ! = a repeat was not active. Outcome played no part in choosing rows; overall some 6.3% were active at least once.

SMILES | HDAC3 inhib | SKKanGAS inh | ANO1 block | hERG protect | KCNK9 block | RGS4 act | KCNK3 inh | RGS4 inh | ANO1 activ | KCNQ1 pot | KCNQ1 block
CCC(=O)Nc1ccc(OCC2CCCO2)cc1 (stereo not given) | 0 | 0 | i | 0 | i | i | i | i | i | i | i
COc1ccccc1NC(=O)c1cc(S(=O)(=O)N2CCCC2)cn1C | 4 | -3 | i | -9 | i | i | i | i | i | i | i
CCOc1ccc(CNC(=O)CN2C(=O)C(c3ccccc3)Oc3cccnc32)cc1 (stereo not given) | 3 | 1 | i | -16 | i | i | i | i | i | i | i
CCOc1ccc(N(CC(=O)NCCC2=CCCCC2)S(=O)(=O)c2ccccc2)cc1 | 0 | -7 | i | -2 | i | i | i | i | i | i | i
COc1ccc(OC)c(-c2cc(C(=O)Nc3ccc(F)cc3F)no2)c1 | -3 | -2 | i | -12 | i | i | i | i | i | i | i
O=C(Cc1ccccc1[N+](=O)[O-])Nc1ccc2c(c1)OCO2 | -1 | -5 | i | -5 | i | i | i | i | i | i | i
CC(C)(C)n1nnnc1CN(Cc1ccco1)Cc1cc2cc3c(cc2[nH]c1=O)OCO3 | -14 | -1 | i | -7 | i | i | i | i | i | i | i
CCN(Cc1nc(-c2ccc(C)cc2)no1)C(=O)c1ccco1 | 3 | -4 | i | -6 | i | i | i | i | i | i | i
O=[N+]([O-])c1ccc(C[n+]2cc(-c3ccccc3)n3c2CCCCC3)cc1 | 3 | -5 | i | -10 | i | i | i | i | i | i | i
O=C(COC(=O)c1ccccc1O)Nc1ncc(Cl)cc1Cl | -5 | 2 | i | -7 | i | i | i | i | i | i | i
CN(Cc1ccccc1)C(NC(=O)c1ccco1)C(Cl)(Cl)Cl (stereo not given) | -5 | 7 | i | -10 | i | i | i | i | i | i | i
OCCC1CN(Cc2cn[nH]c2C2CCCCC2)CCN1C1CCCC1 (stereo not given) | -3 | 4 | i | -10 | i | i | i | i | i | i | i
Cc1ccc(OC(C)C(=O)Nc2ccncc2)cc1C (stereo not given) | -2 | 2 | i | -2 | i | i | i | i | i | i | i
Cn1c(=O)c(C(=O)NNC(=O)c2ccccc2Br)c(O)c2ccccc21 | 7 | 75* | i | -8 | i | i | i | i | i | i | i
O=C(O)c1cc(Cl)c(Cl)cc1C(=O)Nc1cccc2cccnc12 | 2 | 29 | i | -2 | i | i | i | i | i | i | i
CCOC(=O)N1CCN(c2cc(=O)n(-c3ccc(C)cc3)c(=O)[nH]2)CC1 | 0 | -1 | i | -8 | i | i | i | i | i | i | i
CCC(C)n1c(SCc2ccc([N+](=O)[O-])cc2)nc2ccsc2c1=O (stereo not given) | x | 8 | i | -8 | -13* | i | i | i | i | i | i
O=C(CN1C(=O)c2ccccc2C1=O)NCc1ccncc1 | 0 | -1 | i | -9 | i | i | i | i | i | i | i
Cc1ccc(C(=O)NC(C#N)=C(Cl)Cl)cc1 | x | -3 | x | -8 | i | i | x | 9.8* | x | i | i
CCCCn1c(CNC(=O)C(C)(C)C)nc2ccccc21 | u | -4 | i | -5 | i | i | i | i | i | i | i
COc1ccc(N2CCN(C(CNC(C)=O)c3ccco3)CC2)cc1 (stereo not given) | 0 | -5 | i | -2 | i | i | i | i | i | i | i
CCOC(=O)C1(Cc2ccccc2)CCCN(Cc2cccc(C(C)=O)c2)C1 (stereo not given) | 0 | -6 | i | -12 | i | i | i | i | i | i | i
Cn1c(N)nc2nc(CCc3ccccc3)c(=O)[nH]c2c1=O | -4 | 12 | i | -4 | i | i | i | i | i | i | i
CN1CCC(N(C)C(=O)NC2CCCCC2)CC1 | 0 | -2 | i | -3 | i | i | i | i | i | i | i
COc1ccc2c(c1OC)C(=O)OC2Nc1ccc(S(=O)(=O)N=C(N)N)cc1 (stereo not given) | 5 | -3 | i | -11 | i | i | i | i | i | i | i
CNC(=S)SCCOc1ccc(C)cc1 | 13 | 0 | i | -10 | i | i | i | i | i | i | i
C=CSc1sc(Cl)c(N(C)C)c1[N+](=O)[O-] | -14 | -1 | i | -5 | i | i | i | i | i | i | i
O=C(Nc1ccc([N+](=O)[O-])cc1)OCCc1ccccn1 | -5 | 2 | i | -3 | i | i | i | i | i | i | i
COc1ccc(C)cc1NC1=C(Cl)C(=O)N(C2CCCCC2)C1=O | 7 | 42 | i | -10 | -17* | i | i | i | i | i | i
CCN(CC(=O)Nc1c(F)cccc1F)C(=O)c1ccc(C(=O)c2ccccc2)cc1 | -3 | 15 | i | -8 | i | i | i | i | i | i | i
COc1ccc(N2CCN(C(=O)C34CCC(C)(C(=O)C3)C4(C)C)CC2)cc1 (stereo not given) | -3 | -1 | i | -10 | i | i | i | i | i | i | i
Cc1ccc(C)c2c1sc(=NC(=O)CN1C(=O)CCC1=O)n2C | 3 | -1 | i | -7 | i | i | i | i | i | i | i
CN1CCN(C(=O)c2cc(Cl)ccc2Cl)CC1 | -5 | 1 | i | -7 | i | i | i | i | i | i | i
COc1ccc(C2/C(=C(/O)c3ccc(C)cc3)C(=O)C(=O)N2C)c(OC)c1 (stereo not given) | -3 | 0 | i | -7 | i | i | i | i | i | i | i
CCCC(=O)N1CCN(c2nc(CC(C)C)c3c(c2C#N)CCC3)CC1 | -14 | 4 | i | -7 | i | i | i | i | i | i | i
O=C(c1ccc2c(c1)OCO2)N(Cc1ccco1)C1(C(=O)NC2CCCCC2)CCCCC1 | 4 | -6 | i | -10 | i | i | i | i | i | i | 6*
C=CCNC(=O)c1cc2c(C(F)(F)F)nn(C)c2s1 | 6 | 2 | i | -7 | i | i | i | i | i | i | i
O=C1CCN(S(=O)(=O)c2ccccc2)CCN1CCOCc1ccc(Cl)cc1 | 1 | -11 | i | -6 | i | i | i | i | i | i | i
CCc1nnc(NC(=O)CCN2C(=O)c3ccccc3C2=O)s1 | 7 | -2 | i | -7 | i | i | i | i | i | i | i
O=c1[nH]cnc2ncc(-c3ccc(O)cc3)nc12 | 6 | -1 | i | -7 | i | i | i | i | i | i | i
CCOC(=O)N1CCN(C(=O)c2ccc(C)c(S(=O)(=O)Nc3ccccc3)c2)CC1 | 0 | 13 | i | 3 | i | i | i | i | i | i | i
Cc1ccc(CN(c2ccc(C(=O)N3CCc4ccccc4C3)cc2)S(C)(=O)=O)cc1 | 2 | 3 | i | -9 | i | i | i | i | i | i | i
Cc1ccc(NS(=O)(=O)c2ccc(CCC(=O)O)cc2)cc1 | -6 | -1 | i | -10 | i | i | i | i | i | i | i
CC(C)n1c(=N)c(C(=O)NCCc2ccccc2)cc2c(=O)n3ccccc3nc21 | i | 4 | i | -17 | i | i | i | i | i | i | i
CCCC(=O)NC(=S)Nc1sc2c(c1C(N)=O)CCC2 | 0 | 14 | i | -4 | i | i | i | i | i | i | i
COCCSc1ccccc1C(=O)N1CCN(Cc2ccccc2)CC1 | 3 | -14 | i | -19 | i | i | i | i | i | i | i
O=S(=O)(N/N=C\c1ccc2c(c1)OCO2)c1ccccc1 | 10 | 4 | i | -10 | i | i | i | i | i | i | i
CCC(C)N1CC23C=CC(O2)C(C(=O)OCc2ccccc2)C3C1=O (stereo not given) | 3 | 3 | i | -6 | i | i | i | i | i | i | i
O=C(NCc1ccncc1)/C(=N/O)c1ccccc1 | -4 | 2 | i | -4 | i | i | i | i | i | i | i
C=CCN=C1SC(C)C(=O)N1S(=O)(=O)c1ccccc1 (stereo not given) | 0 | -3 | i | -5 | i | i | i | i | i | i | i
COc1ccc(CNC(=O)C2CC(c3ccccc3C(F)(F)F)=NO2)cc1 (stereo not given) | 6 | -1 | i | -6 | i | i | i | i | i | i | i
Cc1nc(CCNC(=O)CC2C(=O)NCCN2CC(C)C)nc2c1CCC2 (stereo not given) | 1 | -5 | i | -11 | i | i | i | i | i | i | i
C=CCC1c2cccc(C(=O)OC)c2C(=O)N1c1ccccc1 (stereo not given) | 1 | -7 | i | -13 | i | i | i | i | i | i | i
NC(=NCCCCCCN=C(N)/N=C(\N)Nc1ccc(Cl)cc1)/N=C(\N)Nc1ccc(Cl)cc1 | 10&2&13 | 103* | i | -5&-12&-11 | -10* | i | i | i | i | 12*! | i
CC(=O)N/C(=C/c1ccccc1)C(=O)N1CCCCC1 | 8 | -1 | i | -8 | i | i | i | i | i | i | i
COc1ccc(/C=N/Nc2ccccc2C(=O)O)cc1Cn1cc([N+](=O)[O-])cn1 | x | 21 | i | -11 | i | i | i | i | i | i | i
O=C(/C=C/c1ccc2c(c1)OCO2)N1CCN(c2ccccc2F)CC1 | -2 | -10 | i | -1 | i | i | i | i | i | i | i
CC(=O)N1c2ccc(S(=O)(=O)N(C)Cc3ccccc3)cc2CC1C (stereo not given) | 4 | 1 | i | -20 | i | i | i | i | i | i | i
COc1ccc(C2CC(c3ccccc3)=NN2c2ccccc2)c(C(=O)O)c1OC (stereo not given) | -18 | 2 | i | -11 | i | i | i | i | i | i | i
c1ccc(CSc2nnnn2-c2ccccc2)cc1 | 5 | 8 | i | -11 | i | i | i | i | i | i | i
The list goes on.
SMILES | HDAC3 inhib | SKKanGAS inh | ANO1 block | hERG protect | KCNK9 block | RGS4 act | KCNK3 inh | RGS4 inh | ANO1 activ | KCNQ1 pot | KCNQ1 block
COc1ccc(N2C(=O)CC(NC3CC3)C2=O)cc1 (stereo not given) | 1 | -9 | i | -5 | i | i | i | i | i | i | i
COc1ccc(OC)c(/C=C/C(=O)NCCc2nc3ccccc3[nH]2)c1 | x | 4 | i | -10 | i | i | i | i | i | i | 7*
CCc1ccc(CN2CCCC(C(=O)N3CCCCC3)C2)cc1 (stereo not given) | -2 | -5 | i | -2 | i | i | i | i | i | i | i
CCc1ccc2c(CN(CC)Cc3nc4ccccc4c(=O)[nH]3)cc(=O)oc2c1 | -5 | 5 | 25* | -7 | i | i | i | i | i | i | i
Cc1ccc(CN2CCN(CC(=O)N/N=C/c3c[nH]c4ccccc34)CC2)cc1 | 9 | 4 | i | -3 | i | i | i | i | i | i | i
